SENP7 inh: SENP7 protease inhibitors, primary screen, biochemical, luminescence, uHTS; recombinant SENP7, Z-RLRGG-aminoluciferin luminescence, 40 min; 1.5% of 330,000 active; inhibition, % at 5 µM;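 active means inhibition above about 50% at the single test dose, limit read from the data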;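 further: plate controls were DMSO with enzyme for no effect and no enzyme buffer wells for full effect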
MIN6 prolif: inducers of MIN6 beta-cell proliferation, primary screen, ATP luminescence, uHTS. MIN6 cells proliferation, ATPlite luminescence, 48 h; cells starved in 0.2% serum; 100% = growth in 10% serum. 0.29% of 330,000 active. proliferation, % at 10 µM;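 active means compounds whose signal lies at least 3.5 SD above the mean of all wells on their plate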;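 further: 0% = DMSO-treated cells in low-serum medium and 100% = 10% serum control; some compounds called inactive have numbers as strong as hits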
HKDC1 inhibitor: HKDC1 hexokinase inhibitors, primary screen, biochemical, fluorescence, uHTS; 0.16% of 340,000 active; inhibition, % at 20 µM; AID 493160, 2011; recombinant HKDC1, G6PDH/diaphorase resazurin coupled fluorescence; Q2TB90;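 active means inhibition above about 35% when tested at 20 µM, limit read from the data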;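 further: plate controls were DMSO wells with enzyme for no effect and DMSO wells lacking enzyme for full effect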
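Material: recombinant HKDC1 hexokinase; Amount: HKDC1 at 5 µg/mL; Medium: Tris pH 8.0 buffer with MgCl2, Tween-20, BSA, BME; Schedule: 90 min reaction incubation at room temperature, dark; Technique: coupled resazurin fluorescence, excitation 525 nm, emission 613 nm.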
SENP1 FRET inh: human SENP1 catalytic domain inhibitors, primary screen, biochemical, FRET, uHTS; Sentrin-specific protease 1 (Homo sapiens), Q9P0U3; recombinant SENP1 catalytic domain, CyPet-SUMO1-YPet FRET cleavage; inhibition, % at 10 µM; 0.21% of 360,000 active; AID 624204, 2012;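 active means inhibition at least 30% at 10 µM, raw YFP signal under a set limit, fluorescence ratio 0.5 to 1.5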;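 further: 0% = enzyme with DMSO and 100% = no enzyme wells; some results filed as inactive read as strong as hits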
Target sequence (Q9P0U3 419-644 limits assumed): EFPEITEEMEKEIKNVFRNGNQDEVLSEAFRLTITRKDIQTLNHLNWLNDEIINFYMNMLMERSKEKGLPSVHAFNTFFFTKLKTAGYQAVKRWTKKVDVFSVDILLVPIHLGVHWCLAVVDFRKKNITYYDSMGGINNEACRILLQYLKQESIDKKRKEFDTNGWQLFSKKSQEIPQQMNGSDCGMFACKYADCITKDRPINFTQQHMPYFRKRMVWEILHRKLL
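material = recombinant human SENP1 catalytic domain, His6-tagged | quantity = 20 pM enzyme | reagent = 25 nM SUMO1 FRET substrate | compound dosing = 10 µM single point, 0.5% DMSO | timing = 50 min enzyme reaction, room temperature, light-protected | detection = FRET, CFP and YFP emission | control set = no-enzyme low, enzyme-DMSO high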
SENP8 block-1: SENP8 protease inhibitors, primary screen, biochemical, luminescence; inhibition, % at 10 µM; purified SENP8, Z-RLRGG-aminoluciferin cleavage; AID 2540, 2010; 1.2% of 330,000 active; in the data active means inhibition above about 50%
Target sequence (Q96LD8 whole entry, looked up): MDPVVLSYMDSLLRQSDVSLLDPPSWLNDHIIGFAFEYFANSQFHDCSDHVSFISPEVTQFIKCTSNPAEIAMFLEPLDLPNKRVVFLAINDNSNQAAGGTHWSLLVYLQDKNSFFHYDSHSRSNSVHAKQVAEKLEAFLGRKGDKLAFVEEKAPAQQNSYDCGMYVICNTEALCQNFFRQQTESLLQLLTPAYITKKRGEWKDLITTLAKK
UBC13 polyUb: UBC13 polyubiquitin chain formation inhibitors, primary screen, biochemical, TR-FRET, uHTS. Ubiquitin-conjugating enzyme E2 N (Homo sapiens), P61088. inhibition, % at 20 µM. 0.47% of 330,000 active. AID 485273, 2010; in the data active means inhibition above about 45%, passing the limit was not always enough
SENP6 inh: SENP6 protease inhibitors, primary screen, biochemical, luminescence, uHTS | inhibition, % at 10 µM | Recombinant SENP6 catalytic domain, aminoluciferin luminescence | AID 2599, 2010 | Sentrin-specific protease 6 (Homo sapiens), Q9GZR1 | 1.8% of 330,000 active;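 active means inhibition above about 50% at the single tested dose, limit read from the data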;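 further: plate controls were DMSO wells with enzyme for no effect and DMSO wells lacking enzyme for full effect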
Target sequence (Q9GZR1 628-1112 limits assumed): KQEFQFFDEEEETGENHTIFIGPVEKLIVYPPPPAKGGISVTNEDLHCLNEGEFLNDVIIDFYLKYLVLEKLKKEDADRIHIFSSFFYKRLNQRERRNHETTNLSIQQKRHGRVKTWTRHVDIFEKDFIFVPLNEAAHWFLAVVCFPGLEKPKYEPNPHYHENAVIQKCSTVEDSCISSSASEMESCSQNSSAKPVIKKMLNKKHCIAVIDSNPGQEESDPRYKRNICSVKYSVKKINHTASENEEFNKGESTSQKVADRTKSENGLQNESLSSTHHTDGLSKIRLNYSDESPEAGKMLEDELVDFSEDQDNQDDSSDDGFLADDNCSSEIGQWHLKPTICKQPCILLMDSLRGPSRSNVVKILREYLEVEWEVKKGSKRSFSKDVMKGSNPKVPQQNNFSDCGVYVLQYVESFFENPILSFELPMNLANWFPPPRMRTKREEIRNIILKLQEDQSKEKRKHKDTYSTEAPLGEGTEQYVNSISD
PfG6PD inh: PfG6PD enzyme inhibitors, primary screen, biochemical, fluorescence intensity, uHTS; PfGluPho enzyme, NADPH resazurin-diaphorase fluorescence; inhibition, % at 20 µM; glucose-6-phosphate dehydrogenase-6-phosphogluconolactonase (Plasmodium falciparum 3D7); 0.78% of 350,000 active; AID 504690, 2011;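 active means inhibition reaching at least a set limit at 20 µM in the primary screen, cut at about 59% in these data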;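 further: 0% = DMSO wells with substrate and 100% = DMSO wells lacking glucose-6-phosphate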
SENP8 block-2: human SENP8 protease inhibitors, primary screen, biochemical, fluorescence, Nedd8 protein substrate, uHTS | AID 602440, 2012 | inhibition, % at 20 µM | recombinant SENP8 | 0.64% of 360,000 active | Sentrin-specific protease 8 (Homo sapiens), Q96LD8; in the data active means inhibition mostly above about 40%, no sharp cut-off; inactive means mostly below about 27%
Starred values were filed as active, the others as inactive; . = no result given.

canonical_smiles,SENP7 inh,MIN6 prolif,HKDC1 inhibitor,SENP1 FRET inh,SENP8 block-1,UBC13 polyUb,SENP6 inh,PfG6PD inh,SENP8 block-2
COc1cc(/C=C2/SC(=Nc3ccc(O)cc3)NC2=O)cc(OC)c1O,7,-3,8,56,6,48*,8,10,-96
COc1ccc(C(=O)NCCc2nnc3ccc(SCC(=O)Nc4ccccc4)nn23)cc1,6,2,-2,-1,-7,-4,6,-7,-6
Cc1cc2c(c(=O)n1CCN(C)C)C(c1ccccc1Br)C(C#N)=C(N)O2 (stereo not drawn),-4,-5,-5,-10,2,11,-19,-9,2
COC(=O)Cc1csc(NC(=O)CSc2nncn2C)n1,7,-2,-2,1,-1,5,0,1,-2
CCCCCc1ccc(OCCOCCn2c[n+](C)c3ccccc32)c(CCCCC)c1,.,.,3,2,.,.,.,4,12
CCn1c2ccccc2c2cc(NC(=O)COC(=O)C3CCC(=O)N3)ccc21 (stereo not drawn),1,-3,-7,0,0,2,-2,-9,-8
O=c1cc(N2CCN(c3cccc(Cl)c3)CC2)[nH]c(=O)n1C1CCCCC1,8,-1,-3,-2,-13,-3,1,1,21
Cc1cc2nc(-c3ccco3)cc(C(F)(F)F)n2n1,-1,1,-7,-20,4,4,6,4,-100
CCOC(=O)C1(Cc2ccccc2)CCN(Cc2ccc3c(c2)OCCO3)CC1,6,-2,-3,2,-3,7,-3,26,3
CCOC(=O)C(=O)Nc1cc(C(=O)OC)cc(C(=O)OC)c1,-1,-3,-8,3,1,2,1,-9,0
CCOC(=O)C1CCCN(C(=O)CNS(=O)(=O)c2ccc(Br)s2)C1 (stereo not drawn),-10,-1,-11,0,-8,-7,-1,0,-1
COc1ccc(-c2nc(CS(=O)(=O)CC(=O)Nc3cccc(C(C)=O)c3)c(C)o2)cc1,-5,-2,5,-3,1,2,7,-4,-3
Cn1c(N)c(C(=O)COC(=O)c2ccco2)c(=O)n(C)c1=O,-7,2,-6,-1,2,-2,-4,-6,6
CS(=O)(=O)c1ccc(C(=O)N2CCN(S(=O)(=O)c3ccc(C4CCCCC4)cc3)CC2)cc1,.,.,-1,1,.,.,.,-12,3
COCCCNC(=O)CN1C(=O)COc2ccc(S(=O)(=O)N3CC(C)CC(C)C3)cc21 (stereo not drawn),2,-2,0,0,1,-4,7,3,9
Cc1occc1-c1nnc(SCC(=O)O)n1-c1ccccc1,-7,-2,1,1,-2,-17,5,-6,11

Exported with two lines to a compound: part of the list above
Each structure is followed by: SENP7 inh, MIN6 prolif, HKDC1 inhibitor, SENP1 FRET inh, SENP8 block-1, UBC13 polyUb, SENP6 inh, PfG6PD inh, SENP8 block-2
COc1cc(/C=C2/SC(=Nc3ccc(O)cc3)NC2=O)cc(OC)c1O
→ 7, -3, 8, 56, 6, 48*, 8, 10, -96
COc1ccc(C(=O)NCCc2nnc3ccc(SCC(=O)Nc4ccccc4)nn23)cc1
→ 6, 2, -2, -1, -7, -4, 6, -7, -6
Cc1cc2c(c(=O)n1CCN(C)C)C(c1ccccc1Br)C(C#N)=C(N)O2 (stereo not drawn)
→ -4, -5, -5, -10, 2, 11, -19, -9, 2
COC(=O)Cc1csc(NC(=O)CSc2nncn2C)n1
→ 7, -2, -2, 1, -1, 5, 0, 1, -2
CCCCCc1ccc(OCCOCCn2c[n+](C)c3ccccc32)c(CCCCC)c1
→ ., ., 3, 2, ., ., ., 4, 12
CCn1c2ccccc2c2cc(NC(=O)COC(=O)C3CCC(=O)N3)ccc21 (stereo not drawn)
→ 1, -3, -7, 0, 0, 2, -2, -9, -8
O=c1cc(N2CCN(c3cccc(Cl)c3)CC2)[nH]c(=O)n1C1CCCCC1
→ 8, -1, -3, -2, -13, -3, 1, 1, 21
Cc1cc2nc(-c3ccco3)cc(C(F)(F)F)n2n1
→ -1, 1, -7, -20, 4, 4, 6, 4, -100
CCOC(=O)C1(Cc2ccccc2)CCN(Cc2ccc3c(c2)OCCO3)CC1
→ 6, -2, -3, 2, -3, 7, -3, 26, 3
CCOC(=O)C(=O)Nc1cc(C(=O)OC)cc(C(=O)OC)c1
→ -1, -3, -8, 3, 1, 2, 1, -9, 0
CCOC(=O)C1CCCN(C(=O)CNS(=O)(=O)c2ccc(Br)s2)C1 (stereo not drawn)
→ -10, -1, -11, 0, -8, -7, -1, 0, -1
COc1ccc(-c2nc(CS(=O)(=O)CC(=O)Nc3cccc(C(C)=O)c3)c(C)o2)cc1
→ -5, -2, 5, -3, 1, 2, 7, -4, -3
Cn1c(N)c(C(=O)COC(=O)c2ccco2)c(=O)n(C)c1=O
→ -7, 2, -6, -1, 2, -2, -4, -6, 6

Only HKDC1 inhibitor and SENP6 inh, for two of the compounds above:
mol | HKDC1 inhibitor | SENP6 inh
CCOC(=O)C1CCCN(C(=O)CNS(=O)(=O)c2ccc(Br)s2)C1 (stereo not drawn) | -11 | -1
COCCCNC(=O)CN1C(=O)COc2ccc(S(=O)(=O)N3CC(C)CC(C)C3)cc21 (stereo not drawn) | 0 | 7

(more compounds)
canonical_smiles,SENP7 inh,MIN6 prolif,HKDC1 inhibitor,SENP1 FRET inh,SENP8 block-1,UBC13 polyUb,SENP6 inh,PfG6PD inh,SENP8 block-2
CC(NC(=O)c1cc(COc2ccc3ncccc3c2)on1)c1ccc(F)cc1 (stereo not drawn),-3,-6,3,0,-3,11,9,-3,15
O=C(CC(c1ccccc1)c1ccccc1O)NCc1ccco1 (stereo not drawn),-5,-2,-3,-1,1,5,12,3,14
CC(=O)c1ccc(NC(=O)NNS(=O)(=O)c2ccc(F)cc2)cc1,-7,0,-3,1,0,-4,-2,-12,-3
CCc1ccc(N2C(=O)C3C4C=CC(CC4)C3C2=O)cc1 (stereo not drawn),13,-5,-4,0,-7,-2,-24,-2,5
Cc1cc(C(=O)NNS(=O)(=O)c2ccc(C(C)(C)C)cc2)nn1C(C)(C)C,-9,-1,5,1,4,-9,1,10,11
CNC(=O)COC(=O)c1[nH]c(C)c(C(C)=O)c1C,-7,-1,-8,1,0,4,-4,1,10
COC(=O)c1ccc(-c2ccco2)n1Cc1cccc(C)c1,5,-2,2,4,4,7,-5,8,-14
CCOC(=O)c1c(C)[nH]c(C)c1S(=O)(=O)N(C)CC(=O)Nc1cccc(C)c1,10,2,-1,1,-15,-1,-6,-10,11
COc1ccccc1N(CC(=O)Nc1c(C)n(C)n(-c2ccccc2)c1=O)S(=O)(=O)c1ccc(C)cc1,2,-2,-3,1,-2,9,-5,-19,11
O=C(CCl)Nc1cccc(Oc2cnccn2)c1,11,-6,3,-1,0,4,9,-13,11
O=C1NC(=Nc2ccc(F)cc2)CS1,-1,4,-4,3,-7,2,6,8,-17
Cc1ccc(S(=O)(=O)NCC(=O)N(CC(=O)NCC2CCCO2)C2CCCC2)cc1 (stereo not drawn),-14,1,-4,2,-4,-10,-18,-4,23
O=C(CN1C(=O)CCS(=O)(=O)c2ccccc21)NCc1ccccc1,3,-4,-4,1,8,5,-1,-13,20
CCOc1ccc(C(=O)Nc2nnc(C)s2)cc1OCC,7,-2,2,0,-3,1,-15,6,-5
COC(=O)C1=C(N)OC2=C(C(=O)CCC2)C1c1cccnc1 (stereo not drawn),3,-1,-6,1,-2,-16,-1,0,-7
O=c1n(Cc2ccccc2)nc2n1-c1ccccc1SC2,1,-2,-2,-1,6,8,-35,10,1
COc1ccccc1NC(=O)C1CCN(S(C)(=O)=O)CC1,11,-2,-6,-1,-15,-8,2,-8,14
COc1ccc(/C=N/NC(=O)c2cccc(NC(=O)c3ccc(Cl)cc3)c2)c(OC)c1,-6,-3,6,0,-13,-9,-23,4,-169
CC(NC(=O)c1ccnn1C)C1CCCO1 (stereo not drawn),-3,3,-12,1,-3,3,-5,5,11
Cc1ccccc1CN1CCN(S(=O)(=O)c2cccc3nsnc23)CC1,-2,-2,-1,1,5,-5,-4,-7,8
Cc1noc(C)c1NC(=O)N(C)C[C@H]1Oc2ccc(NC(=O)Nc3ccccc3)cc2C(=O)N([C@H](C)CO)C[C@@H]1C,1,2,-8,1,-8,-6,10,14,7
CC1CCCC(n2c(=S)[nH]c3ccccc3c2=O)C1C (stereo not drawn),2,-6,14,3,-4,10,-2,12,12
CC1CCN(CC(=O)N2c3ccccc3CC2C)CC1 (stereo not drawn),8,1,4,1,5,-2,-5,9,12
CNc1nc(SCc2ccccc2)nc(N2CCOCC2)n1,9,1,3,0,1,0,-4,-9,6
O=P(c1cccs1)(c1cccs1)c1cccs1,3,0,-4,0,-6,3,-2,9,5
COc1ccc(S(=O)(=O)C(C#N)c2nc3ccccc3nc2N2CCCCC2)cc1 (stereo not drawn),28,-3,3,-25,10,-20,9,24,-396
CCN(CC)S(=O)(=O)c1cc(NC(=O)CCNC(=O)c2ccco2)ccc1C,-8,-2,-4,1,7,-3,-15,-3,24
COc1ccc(C2C(C(C)=O)=C(Nc3ccccc3)CC(C)(O)C2C(C)=O)cc1OC (stereo not drawn),-9,-2,15,2,-8,-4,-13,4,7
O=C(Cc1cccc([N+](=O)[O-])c1)Nc1cccc(C(=O)N2CCCC2)c1,-12,-4,-9,3,-14,0,-9,-5,7
C/C(=N\Nc1ccccc1[N+](=O)[O-])c1ccccc1O,74*,-1,5,1,23,-33,42,2,40*
Cc1nnc(SCC(=O)NCC(=O)Nc2ccc(F)c(F)c2F)n1Cc1ccccc1,2,-4,-5,2,3,-7,7,3,8
CCOc1ccc(S(=O)(=O)c2cn(C)c3cc(OC)c(OC)cc3c2=O)cc1,11,2,-1,2,-8,-4,-1,-11,-27
C/C(Cl)=C/Cn1c(SC(C)C)nc2c1c(=O)[nH]c(=O)n2C,-1,-1,4,1,2,3,2,24,18
Cc1cccc(NC(=O)CSc2nc3ccc(NC(=O)CSc4nnnn4-c4ccccc4)cc3s2)c1C,-6,-7,.,.,-6,-21,-12,.,.
CCc1nnc(NC(=O)c2cc(-c3ccccn3)nc3ccccc23)s1,3,-1,-3,-1,0,8,-2,-20,0
COc1ccccc1Nc1nc2ccccc2[nH]1,27,-1,3,-1,-1,3,38,9,8
Cc1cc(C)c(C#N)c(SC2CCCCC2=O)n1 (stereo not drawn),-11,-2,-4,0,-5,-4,-18,10,6
COc1ccc(C(C2C(=O)CC(C)(C)CC2=O)C2C(=O)CC(C)(C)CC2=O)cc1,6,-2,1,-4,1,-3,-15,5,11
O=C(Cn1c(=O)c2sccc2n(Cc2cccc([N+](=O)[O-])c2)c1=O)NCCc1ccccc1,-12,-2,-12,1,-13,-6,-5,9,4
CCN(CC)c1ccc(NC(=O)Nc2ccccc2)cc1,65*,-5,0,-1,64*,6,83*,16,12
